Screening data: PubChem BioAssay, National Center for Advancing Translational Sciences (NCATS)
KDM5B inhibitor = KDM5B demethylase inhibition. Q9UGL1. KDM5B demethylase, FDH-coupled NADH fluorescence (FDH is formaldehyde dehydrogenase). AID 1347165. Potency, µM (highest dose often 57.7 µM), without a hit: at the highest dose activity change, negative = inhibition, actives largely listed as inhibitors. hit rate 2.6% among 220,000; active = well fitted inhibition curve with a large enough effect; inconclusive = small, poorly fitted or top-dose-only effect; inactive = no such curve, though single readings can be large or run the other way; also: 0% is about no effect; nearly all actives have a fitted effect of over 70% in size
Target sequence (Q9UGL1 whole entry, looked up): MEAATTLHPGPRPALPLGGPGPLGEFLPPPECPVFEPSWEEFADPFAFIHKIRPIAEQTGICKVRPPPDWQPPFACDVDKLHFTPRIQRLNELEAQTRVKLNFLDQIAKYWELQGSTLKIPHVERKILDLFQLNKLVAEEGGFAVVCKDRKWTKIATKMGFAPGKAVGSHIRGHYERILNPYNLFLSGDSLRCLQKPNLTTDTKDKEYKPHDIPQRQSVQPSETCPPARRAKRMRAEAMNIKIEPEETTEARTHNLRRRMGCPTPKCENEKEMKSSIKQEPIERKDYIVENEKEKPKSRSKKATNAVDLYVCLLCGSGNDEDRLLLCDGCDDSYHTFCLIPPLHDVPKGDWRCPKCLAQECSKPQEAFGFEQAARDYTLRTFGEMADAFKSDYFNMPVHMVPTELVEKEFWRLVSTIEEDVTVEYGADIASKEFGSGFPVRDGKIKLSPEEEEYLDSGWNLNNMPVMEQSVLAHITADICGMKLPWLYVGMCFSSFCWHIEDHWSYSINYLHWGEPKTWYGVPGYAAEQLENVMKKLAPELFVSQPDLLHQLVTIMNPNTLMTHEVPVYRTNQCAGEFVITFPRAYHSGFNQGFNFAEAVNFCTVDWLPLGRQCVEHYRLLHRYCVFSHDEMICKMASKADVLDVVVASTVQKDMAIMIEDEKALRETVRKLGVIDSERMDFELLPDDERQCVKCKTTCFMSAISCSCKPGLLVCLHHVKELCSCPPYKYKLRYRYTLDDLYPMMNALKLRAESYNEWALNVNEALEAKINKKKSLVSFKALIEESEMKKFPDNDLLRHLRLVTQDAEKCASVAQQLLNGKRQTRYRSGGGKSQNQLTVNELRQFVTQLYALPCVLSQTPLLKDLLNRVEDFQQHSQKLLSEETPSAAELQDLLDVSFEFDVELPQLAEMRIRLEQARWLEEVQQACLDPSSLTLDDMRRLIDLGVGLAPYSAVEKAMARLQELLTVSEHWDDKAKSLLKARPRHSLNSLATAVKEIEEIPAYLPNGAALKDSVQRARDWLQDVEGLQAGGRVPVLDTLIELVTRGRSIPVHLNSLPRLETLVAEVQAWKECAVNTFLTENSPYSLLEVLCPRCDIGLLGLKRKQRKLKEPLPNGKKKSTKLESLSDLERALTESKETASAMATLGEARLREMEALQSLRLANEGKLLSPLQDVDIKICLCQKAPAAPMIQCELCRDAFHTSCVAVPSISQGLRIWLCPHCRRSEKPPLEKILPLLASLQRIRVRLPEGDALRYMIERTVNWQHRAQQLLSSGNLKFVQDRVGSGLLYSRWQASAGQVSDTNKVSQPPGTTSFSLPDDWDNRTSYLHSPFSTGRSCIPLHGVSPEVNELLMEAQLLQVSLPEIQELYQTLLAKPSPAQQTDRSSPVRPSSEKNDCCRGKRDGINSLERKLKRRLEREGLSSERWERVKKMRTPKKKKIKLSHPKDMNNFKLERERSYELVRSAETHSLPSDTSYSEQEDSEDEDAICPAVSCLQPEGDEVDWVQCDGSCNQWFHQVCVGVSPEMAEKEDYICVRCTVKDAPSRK
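KDM5BΔAP (200 nM final) in 50 mM HEPES pH 7.5, 0.01% Tween-20 was preincubated 10 min at RT with compound over a concentration range. Substrate mix (H3K4me3 12.5 µM, α-KG 25 µM, Fe²⁺, ascorbate, NAD⁺, FDH) was added, and NADH fluorescence change over 30 min gave dose-response curves.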
The depositor's hits bear a star; ? = inconclusive; [ ] = dose if it differs, or a comment. Potency is read from the fitted curve at half-maximal effect.

SMILES	KDM5B inhibitor
O=C(CC(c1ccc(Cl)cc1)C1CCCCC1=O)c1ccccc1 (stereo not drawn)	18.9%
CCNC(=O)NC(=O)CN(CC(C)O)c1ccccc1 (stereo not drawn)	15.2%
CC(CNC(=O)Cn1ccc2cc(S(=O)(=O)N3CCCCCC3)ccc21)c1ccccc1 (stereo not drawn)	-26.0%
O=C(CSc1nccn1Cc1ccc(F)cc1)Nc1nc2ccccc2s1	?
COC(=O)c1c(NC(=O)C2CCCCC2)sc(C(=O)N2CCOCC2)c1C	-13.4%
Cc1nn(CC(=O)O)c(=O)c2nc(-c3ccccc3)sc12	31.6µM*
COc1cc(=O)n2c(c1C(=O)NC1CCCCCC1)CCCC2	10.2%
CCN(CC)C(=O)C1CCCN(c2ncnc3onc(C)c23)C1 (stereo not drawn)	-12.9%
COc1cccc(C(=O)N2CCn3nnc(CCC(=O)NC4CC4)c3C2)c1	21.6%
CC(C)c1ccc(NC(=O)Cn2cnnc2C#N)cc1	10.4%
O=C(NC1CC(c2cc(NCCO)ncn2)C1)c1cc2ccccc2[nH]1 (stereo not drawn)	28.2µM*
Nc1nccnc1C(=O)Nc1ccc2ccccc2n1	?
COc1cccc(N2CCN(c3nc(C(=O)NCc4ccco4)cs3)CC2)c1	-30.9%
Cc1ccc(CC(=O)C(C#N)C(=O)Nc2ccccc2Cl)cc1 (stereo not drawn)	12.1%
CNc1nccc(N2CCC(CC(=O)NCCOC)CC2)n1	-9.4%
CN(C)CCC1CCNCC1	19.3%
Cc1cc(C)cc(OCC(O)Cn2c(C)cc(=O)n3ncnc23)c1 (stereo not drawn)	-8.4%
Cc1cccc(N(C)c2ccc3cc(S(=O)(=O)N4CCCC4)ccc3n2)c1	?
O=C(N1CCc2c(nc[nH]c2=O)C1)C1(S(=O)(=O)c2ccccc2)CC1	79.0%[activator]
Cc1ccc(NC(=O)CN2Cc3ccccc3C2=O)c(C)c1	8.1%
Fc1ccc(OCc2nc(-c3nnn4c3COC(c3ccccc3Cl)C4)no2)cc1 (stereo not drawn)	-23.5%
Cc1cccc(C(=O)NC(C)C2CCCO2)c1 (stereo not drawn)	-6.1%
COc1cccc(C(=O)N2CCC3(CC2)CC(O)CCO3)c1OC (stereo not drawn)	3.5%
CCc1ccc(NC(=O)CN(c2cc(C)cc(C)c2)S(=O)(=O)c2c(C)[nH]c(=O)[nH]c2=O)cc1	7.9%[11.5 µM]
O=[S+]([O-])(c1cccc(C(F)(F)F)c1)N1CC(CNc2cccnc2)C2(CN(c3ccccc3)C2)C1 (stereo not drawn)	?
COCCC(=O)NCCC1CCN(C(=O)Nc2cc(F)cc(F)c2)CC1	-2.4%
COc1ccc(C(=O)NC2CCCN(c3cc(-c4ccc(Cl)cc4)[nH]n3)C2)cc1 (stereo not drawn)	-19.2%
Cc1ccc(-c2ccc3nnc(CNC(=O)Cc4cccc(C)c4)n3n2)cc1	?
COC(=O)c1c(SC)nc2ccccc2c1OCc1ccc(C)cc1	-4.2%
Cc1cccc(NC(=O)CSc2nc3ccc(NC(=O)COc4ccccc4F)cc3s2)c1	-14.1%
COc1ccc(CN2CC3(CCN(S(=O)(=O)c4cn(C)cn4)CC3)C2=O)cc1	13.1%
CC(C)NC(=O)c1ccc(F)cc1I	7.7%
COCCn1cnnc1CNc1cc(-c2ccncc2)nc2ccnn12	?
Cc1ccc(C(=O)OCc2cc(=O)oc3c(C)c(C)ccc23)s1	22.2%
N#CCCN1CCN(c2cc(C(=O)O)c3cc(NC(=O)c4ccccc4)ccc3n2)CC1	95.6%[activator]
COC(=O)[C@H](Cc1ccc(OC)cc1)NC(=O)[C@H]1CN(C(=O)c2cccnc2)CCN1C(=O)NC1CCCCC1	13.5%
CC(C)c1cccc(C(C)C)c1NC(=O)N1CCc2c(c3cc(F)ccc3n2C)C1	25.1µM*
Nc1nc(NCc2ccc(N3CCCC3=O)cc2)cc(C2CC(O)C2)n1 (stereo not drawn)	-14.8%
Cc1cc(NC(=O)c2ccc3c(c2)N(C)C2CCCCN2C3=O)ccc1F (stereo not drawn)	?
CN(Cc1ccc(F)cc1)C(=O)c1cn(Cc2ccccc2C(F)(F)F)nn1	-5.6%

Shown in CSV form: part of the list above.
SMILES,KDM5B inhibitor
CC(C)NC(=O)c1ccc(F)cc1I,7.7%
COCCn1cnnc1CNc1cc(-c2ccncc2)nc2ccnn12,?

The list goes on.
SMILES	KDM5B inhibitor
CCN1CCN(c2ncc3c(n2)CCN(Cc2ccc(C)s2)C3)CC1	?
Cc1ccc(-c2cc(C(=O)O)c3cc(C)cc(C)c3n2)c(C)c1	-19.8%
CCN1C(=O)C2(CCN(S(=O)(=O)c3ccc(OC)cc3)CC2)c2ccccc21	25.0%
O=C(NC1CCN(c2cc(-c3ccc(F)cc3)[nH]n2)CC1)c1ccncc1	-6.6%
CN(C)c1cccc(C(=O)N2CCN(C(=O)c3nnn4c3COC(c3ccccc3)C4)CC2)c1 (stereo not drawn)	-4.0%
O=c1c2nc(-c3ccccc3)ccc2ncn1Cc1ccccc1	?
Cc1cccn2c(=O)cc(CSc3nnc(NC(=O)COc4ccc(F)cc4)s3)nc12	-17.7%
Cc1csc(S(=O)(=O)N2CCOC(CCc3ccccc3)C2)c1 (stereo not drawn)	?
Cc1cc(OC(C)C(=O)NCCCO)c2c(C)c(C)c(=O)oc2c1 (stereo not drawn)	?
O=C(NCc1ccc(Cl)cc1)c1ccc(CN2C(=O)NC3(CCOCC3)C2=O)cc1	7.2%
COCc1cn([C@H]2CO[C@H]3[C@@H]2OC[C@@H]3NC(=O)c2ccc(N(C)C)cc2)nn1	-9.3%[86.2 µM]
CCCN(CC1CCOC1)C(=O)NC (stereo not drawn)	-14.6%
Cc1cccc(C2CCCCC2)c1O	18.9%
CCc1ccc2oc(C(=O)Nc3ccc(C)cc3C)cc(=O)c2c1	11.3%
O=C(c1cc(-c2ccc(Cl)cc2)on1)N(Cc1ccco1)Cc1cccs1	-16.8%
O=C(CCc1ncc(-c2ccccc2)o1)Nc1ccccc1	9.1%
CSc1ccc(/C=C/c2nc3ccccc3n2S(=O)(=O)c2ccc(Br)cc2)cc1	?
CCOc1ccccc1C(=O)N1CCC(Cc2nc(-c3ccc(OC)cc3)no2)CC1	7.9%
CCC(C)CNC(=S)NC1CC1 (stereo not drawn)	7.4%
CCc1ccccc1N(CC(=O)Nc1cccnc1)S(=O)(=O)c1ccccc1	-4.4%
COc1ccccc1N1CCN(c2ccc(=O)n(CC(=O)NCc3ccc(OC(C)C)cc3)n2)CC1	-25.0%
O=C(C1CCCN(c2nc(-c3ccccc3)nc3c2CCC3)C1)N1CCCNCC1 (stereo not drawn)	?
Cc1cnc(C2CC2)n1CCNC(=O)C1CCN1C1CCCCC1 (stereo not drawn)	-4.1%
Cc1cc(Cl)ccc1NC(=O)CN(c1ccccc1F)S(=O)(=O)c1ccccc1	1.0%
COc1ccc(S(=O)(=O)Nc2ccc(S(=O)(=O)Nc3nccs3)cc2)cc1	31.8%
Cc1c(C(=O)OC2CCCCC2)[nH]c2c1C(=O)CC(c1ccc(C(C)(C)C)cc1)C2 (stereo not drawn)	14.7%
CN1CCN(Cc2ccc(CNCc3ccc(C#N)cc3)cc2)CC1	-7.8%
CCCN1CCN(c2cc3c(cc2F)c(=O)c(S(=O)(=O)c2ccc(Cl)cc2)cn3C)CC1	?
COCCNC(=O)CCCN1C(=O)COc2ccc(C(=O)COc3ccc(C)cc3C)cc21	-10.7%
Cc1ccc(Cn2cc(S(=O)(=O)c3ccc(C)cc3)c(=O)c3cc(F)c(N4CCCC4)cc32)cc1	-17.2%

Structures listed above printed as active in KDM5B inhibitor.
SMILES	KDM5B inhibitor
Cc1nn(CC(=O)O)c(=O)c2nc(-c3ccccc3)sc12	31.6µM*
O=C(NC1CC(c2cc(NCCO)ncn2)C1)c1cc2ccccc2[nH]1 (stereo not drawn)	28.2µM*
CC(C)c1cccc(C(C)C)c1NC(=O)N1CCc2c(c3cc(F)ccc3n2C)C1	25.1µM*

The list continues.
SMILES	KDM5B inhibitor
Cc1cc(Br)ccc1NC(=O)CCS(=O)(=O)c1cccc2nonc12	?
CCOc1ccc2c(-c3cc4cccc(OC)c4oc3=O)cc(=O)oc2c1	12.1%
CC(CNC(=O)c1cc2cc(F)ccc2[nH]1)c1ccccc1 (stereo not drawn)	20.7%
O=C(Nc1cccc(CO)c1)c1cn(Cc2ccccc2Cl)nc1-c1ccccc1	1.1%
CC(Oc1cccc(C(C)C)c1)C(N)=O (stereo not drawn)	0.8%
COc1cccc(C2C3=C(CC(C)(C)CC3=O)Nc3cc(OC)c(OC)cc32)c1 (stereo not drawn)	?
COc1ccc(OC)c(S(=O)(=O)N2CCCC(C(=O)NC3CC3)C2)c1 (stereo not drawn)	14.6%
CC(C)[C@@H](C(=O)Nc1ccc(N(C)C)cc1)n1nnc2ccccc2c1=O	23.5%
COc1ccc(Oc2c(C)oc3cc(OCC(=O)NC4CC4)ccc3c2=O)cc1	1.2%
COc1ccc2c(c1)CCC/C2=N\O	14.8%

Six entries from above, sorted by their value in KDM5B inhibitor, smallest number first.
SMILES	KDM5B inhibitor
CC(Oc1cccc(C(C)C)c1)C(N)=O (stereo not drawn)	0.8%
O=C(Nc1cccc(CO)c1)c1cn(Cc2ccccc2Cl)nc1-c1ccccc1	1.1%
COc1ccc(Oc2c(C)oc3cc(OCC(=O)NC4CC4)ccc3c2=O)cc1	1.2%
CCOc1ccc2c(-c3cc4cccc(OC)c4oc3=O)cc(=O)oc2c1	12.1%
COc1ccc(OC)c(S(=O)(=O)N2CCCC(C(=O)NC3CC3)C2)c1 (stereo not drawn)	14.6%
CC(C)[C@@H](C(=O)Nc1ccc(N(C)C)cc1)n1nnc2ccccc2c1=O	23.5%

Other compounds follow:
SMILES	KDM5B inhibitor
COCCNC(=O)c1nc2c(o1)CCN(Cc1ccc(F)c(Cl)c1)CC2	?
CCn1cc(S(=O)(=O)c2cccc(Cl)c2)c(=O)c2cc(F)c(N3CCC(C)CC3)cc21	-9.3%
O=C(C[C@H]1NC(=O)c2ccccc2NC1=O)NCCc1nc(-c2ccccc2)cs1	-20.1%
Cc1cc(=O)oc2c(C)c(OC(C)C(=O)NCCCn3ccnc3)ccc12 (stereo not drawn)	198.8%[activator]
N#Cc1ccc(C(=O)NC2CCCN(c3cc(-c4ccc(Cl)cc4)[nH]n3)C2)cc1 (stereo not drawn)	-2.0%
O=c1[nH]c(C2CCN(Cc3ccsc3)CC2)nn1Cc1ccccc1	-5.7%
CCN(CC)C(=O)c1c(-c2ccc(F)cc2)noc1[C@H](C)O	-16.9%[86.2 µM]
C=CCNC(=O)CCc1c(C)nn(-c2ccc(F)cc2)c1Oc1ccccc1OC	-16.0%
COc1cc(S(=O)(=O)NC(c2ccc(F)cc2)c2cccs2)ccc1NC(C)=O (stereo not drawn)	22.8%
CC(=O)c1cccc(NC(=O)CSc2nncn2CCc2cccs2)c1	16.0%
CCOc1ccc(NC(=O)CN2C(=O)C(c3ccccc3)=NC23CCCCCC3)cc1	-22.7%
CCCCOc1cccc(C(=O)N(Cc2ccc(Cl)cc2)C2CCS(=O)(=O)C2)c1 (stereo not drawn)	-18.4%
CC(C)=CCC1(CO)CCCN(C(=O)c2cccc(CO)n2)C1 (stereo not drawn)	34.7%
CN1C[C@H](O)C[C@H]1c1nnc2n1CCN(Cc1ccc3c(c1)CCO3)C2	-30.1%
OCc1ccc(CN2C[C@H](O)C[C@H]2c2nc(Cc3ccc(F)cc3Cl)no2)o1	?
CCOC(=O)Cn1c(=O)oc2cc(S(=O)(=O)N3CCN(c4ccccc4F)CC3)ccc21	2.0%
CCc1c(C(=O)Nc2ccc3nc(C)sc3c2)cnn1-c1ccc(OC)nn1	-12.8%
Cc1cc(C)cc(NC(=O)N2[C@@H]3CC[C@H]2CC(NC(=O)c2ccc(F)cc2)C3)c1 (stereo partly drawn)	12.2%
Cc1nc(C)c(-c2ccn(C(=O)NC(C)C)n2)s1	-9.0%
O=C(NCCC1CCN(C(=O)Nc2cc(F)cc(F)c2)CC1)c1ccccn1	?
CCOc1cc(/C=C2/NC(=O)NC2=O)ccc1OCc1ccc(Cl)cc1	21.0%
O=C(NCc1ccccn1)C1CCCN(C2CCN(C(=O)Cn3cnnn3)CC2)C1 (stereo not drawn)	-3.2%
O=C(CC1CCCC1)N1CCC(Nc2cccnc2)C1 (stereo not drawn)	?
CCC(C)NC(=O)CCNC(=O)N1CCn2c1nc1ccccc12 (stereo not drawn)	3.5%
CC1CC(C#N)NC(=S)N1 (stereo not drawn)	-0.4%
O=c1cc(-c2cnccn2)oc2c(Nc3cccc(OC(F)(F)F)c3)nccc12	?
CC(=O)Oc1ccc(N(C(C)=O)S(=O)(=O)c2ccc(C)cc2)c2ccccc12	-7.0%
CCOC(=O)C1CCN(C(=O)c2cccc(S(=O)(=O)N(CC)c3ccccc3)c2)CC1	-3.5%
C#CCNC(=O)Nc1cccc(C)c1	29.8%
Cc1ccc(C(=O)N2CCCC(n3cc(-c4nc(C5CC5)no4)nn3)C2)cc1F (stereo not drawn)	-3.8%
C/C(=N\O)c1c(O)cc(-c2ccccc2)n(-c2ccccc2)c1=O	-13.1%
CCc1cc(=O)oc2c(C)c(OCc3cccc(OC)c3)ccc12	15.8%
Cc1nc2c(c(NC3CC3)n1)CCN(C(=O)CCc1ccncc1)CC2	-15.7%
Cc1ccc(C2CC(=O)CC(c3ccc(C)cc3C)S2)c(C)c1 (stereo not drawn)	29.9%
O=C(O)CCc1ccc(-c2ccc(Br)cc2)n1-c1ccc(O)cc1	13.6%
N[C@@H](CO)c1nc(C2CCOCC2)nn1-c1ccccc1F	25.1µM*
O=C(Nc1ccccc1)OCC1CCCO1 (stereo not drawn)	?

A portion of the library (hit frequency here may not be typical).
